GASC1 inh: inhibitors of human demethylase GASC-1 KDM4C; Q9H3R0; GST-KDM4C 2-372, H3K9me3 peptide, LANCE TR-FRET; inhibition, % at 12.5 µM; 96,000 tested, 0.15% active; AID 720574;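 active means mean replicate inhibition above about 25%, with at least 55% of replicates also reaching it, limit read from the data, passing the limit was not always enough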
Target sequence (Q9H3R0 2-372 limits assumed): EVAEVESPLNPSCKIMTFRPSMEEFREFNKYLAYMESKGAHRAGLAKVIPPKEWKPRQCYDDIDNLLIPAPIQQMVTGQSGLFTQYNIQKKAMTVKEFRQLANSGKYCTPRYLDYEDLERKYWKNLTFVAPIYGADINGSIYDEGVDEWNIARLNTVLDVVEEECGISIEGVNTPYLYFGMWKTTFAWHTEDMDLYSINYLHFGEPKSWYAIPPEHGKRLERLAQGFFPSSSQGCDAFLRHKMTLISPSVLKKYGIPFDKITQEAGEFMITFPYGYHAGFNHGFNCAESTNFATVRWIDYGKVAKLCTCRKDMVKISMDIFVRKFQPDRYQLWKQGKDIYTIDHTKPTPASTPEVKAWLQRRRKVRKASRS
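reagent = H3K9me3 peptide substrate, Fe(II), 2-oxoglutarate | system = GST-tagged GASC-1 (JMJD2C) catalytic fragment, aa 2-372 | amount = enzyme final amount 10 nM | read-out = Fall in 671/618 emission ratio as inhibition | medium = HEPES buffer, pH 7.5, plus ascorbate | schedule = 30 min reaction, 60 min detection, RT | measured by = LANCE TR-FRET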
C diff growth: C. difficile growth inhibition | Clostridium difficile clinical isolate growth, OD600, 24 h; stronger effect = lower value | growth activity, negative = inhibition, % at 16 µg/mL (by protocol) | 86,000 tested, 0.25% active | AID 1259249;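 active means mean growth activity at or below -80% and every replicate also at or below -80%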;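 further: 0% = DMSO wells and -100% = levofloxacin 16 µg/mL wells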
Pf Dd2 growth: inhibitors of Plasmodium falciparum Dd2 growth; P. falciparum Dd2 growth, SYBR Green, 72 h; stronger effect = lower value; activity change, % at 10 µM; 94,000 tested, 2.3% active; in the data active means activity change below about -80%
T cruzi growth: inhibitors of T. cruzi proliferation; inhibition, % at 8.34 µM; 77,000 tested, 5.9% active; T. cruzi beta-gal in NIH3T3, GalScreen luminescence, 90 h;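 active means mean inhibition above about 93%, with at least 55% of replicates each passing it, limit read from the data, passing the limit was not always enough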
Starred values were filed as active, the others as inactive; . = not tested or not shown; & = joins results of further samples.

Values run as follows: GASC1 inh | C diff growth | Pf Dd2 growth | T cruzi growth
1	CN(C)CCCNC(=O)C[C@H]1CC[C@H](NS(=O)(=O)c2ccccc2)[C@H](CO)O1
  2.6 | -3.7 | -10.7 | -57.9
2	COc1cccc(C#Cc2ccc([C@@H]3[C@@H](C#N)N(C(=O)C4CCCCC4)[C@H]3CO)cc2)c1
  -6.3 | 1.4 | -90.5* | 84.6
3	O=C(c1ccccc1F)N1CC[C@@H]2[C@H]1c1cc(-c3ccc(F)cc3)ccc1N[C@@H]2CO
  -0.9 | -9.4 | 5.1 | 93.5
4	CCCNC(=O)N[C@H]1C=C[C@@H](CC(=O)N2CCN(C)CC2)O[C@H]1CO
  -1.5 | . | 0.7 | -31.2
5	O=C(Nc1ccc(F)cc1)N1C[C@@H]2[C@H](c3ccccc31)[C@@H](CO)N2C(=O)c1ccc(F)cc1
  -4.1 | -4.8 | -12.4 | 21.7
6	CCC(=O)N1CCCCN2[C@H](CO)[C@H](c3ccc(C#CCOC)cc3)[C@H]2C1
  -0.9 | -2.3 | -13.9 | 64.5
7	Cc1noc(C)c1NC(=O)Nc1ccc2c(c1)CC(=O)N([C@@H](C)CO)C[C@@H](C)[C@@H](CN(C)Cc1ccc(C(=O)Nc3ccccc3N)cc1)O2
  0.1 | 7.2 | -43.8 | .
8	C[C@H](O)C#Cc1cnc2c(c1)C(=O)N([C@H](C)CO)C[C@@H](C)[C@H](CN(C)C(=O)CN1CCOCC1)O2
  -0.7 | 1.0 | 55.9 | 18.0
9	CCCN(C)C[C@H]1Oc2cc(C#CC3CCCCC3)ccc2S(=O)(=O)N([C@H](C)CO)C[C@H]1C
  -1.6 | 32.6 | -78.2 | 89.5
10	O=C(CN1CCOCC1)N[C@H]1CC[C@@H](CCn2cc(C3CCCC3)nn2)O[C@H]1CO
  -1.6 | -4.5 | 30.4 | .
11	O=C(C[C@@H]1CC[C@H](NC(=O)C2CC2)[C@H](CO)O1)NCCCN1CCOCC1
  -0.3 | . | 18.1 | -29.7
12	COC(=O)C[C@@H]1CC[C@@H]2[C@H](COC[C@H](O)CN2S(=O)(=O)c2ccccc2C)O1
  -1.2 | -3.4 | 0.4 | -6.6
13	O=C(O)C[C@@H]1C[C@@H]2c3cc(NS(=O)(=O)c4ccccc4)ccc3O[C@@H]2[C@@H](CO)O1
  -2.1 | -3.2 | -1.0 | .
14	C[C@@H]1CN([C@@H](C)CO)C(=O)c2cc(NS(=O)(=O)c3ccccc3)ccc2O[C@@H](C)CCCCO[C@H]1CN(C)C(=O)CCCN(C)C
  2.5 | 9.2 | 38.2 | 38.9
15	O=C([C@@H]1[C@@H](CO)[C@@H]2Cn3c(cccc3=O)[C@H]1N2CCC(F)(F)F)N1CCCCC1
  -1.0 | -4.6 | 21.9 | -45.4
16	O=C(Nc1ccccc1)N[C@H]1CC[C@@H](CCNS(=O)(=O)c2ccccc2F)O[C@H]1CO
  -0.2 | 1.1 | 20.9 | -33.9
17	COc1ccccc1-c1cnc2c(c1)C(=O)N([C@H](C)CO)C[C@H](C)[C@@H](CN(C)Cc1ccc(C(=O)O)cc1)O2
  0.0 | -3.3 | -14.4 | 50.4
18	O=C(C[C@H]1C[C@@H]2c3cc(NC(=O)NC4CCCC4)ccc3O[C@@H]2[C@H](CO)O1)NCc1cc(F)ccc1F
  0.0 | 2.5 | -31.7 | -26.5
19	C[C@@H]1CN([C@@H](C)CO)C(=O)Cc2cc(NC(=O)Cc3cn(C)c4ccccc34)ccc2O[C@H]1CN(C)Cc1ccc(-c2ccccc2)cc1
  -3.7 | 9.7 | -70.8 | 69.2
20	Cc1cccc(S(=O)(=O)N[C@@H]2CC[C@H](CCNC(=O)Nc3cc(F)ccc3F)O[C@H]2CO)c1
  -0.3 | 3.6 | 0.3 | -11.3

3 compounds already listed, ordered by the value under Pf Dd2 growth, ascending:
entry	Structure	Pf Dd2 growth
9	CCCN(C)C[C@H]1Oc2cc(C#CC3CCCCC3)ccc2S(=O)(=O)N([C@H](C)CO)C[C@H]1C	-78.2
4	CCCNC(=O)N[C@H]1C=C[C@@H](CC(=O)N2CCN(C)CC2)O[C@H]1CO	0.7
8	C[C@H](O)C#Cc1cnc2c(c1)C(=O)N([C@H](C)CO)C[C@@H](C)[C@H](CN(C)C(=O)CN1CCOCC1)O2	55.9

(further entries)
Values run as follows: GASC1 inh | C diff growth | Pf Dd2 growth | T cruzi growth
21	CO[C@H]1CN(C)C(=O)c2cc(NC(=O)c3ccc4c(c3)OCO4)ccc2OC[C@H](C)NC[C@@H]1C
  -0.5 | . | 14.1 | -21.0
22	N#C[C@H]1[C@H](c2ccc(-c3cccc(F)c3)cc2)[C@@H](CO)N1c1nc(-c2ccccc2)cs1
  -2.7 | 23.8 | 6.2 | .
23	COC(=O)C[C@@H]1CC[C@H](NS(=O)(=O)c2ccccc2F)[C@H](CO)O1
  0.0 | . | -4.9 | -11.4
24	COc1ccccc1S(=O)(=O)N[C@@H]1CC[C@@H](CCNC(=O)C2CCCCC2)O[C@H]1CO
  0.4 | 3.8 | 15.4 | 1.0
25	CCOC(=O)N(C)C[C@H]1OCc2ccccc2-c2ccccc2C(=O)N([C@@H](C)CO)C[C@H]1C
  1.4 | . | 7.1 | 3.6
26	C[C@@H]1CN([C@H](C)CO)C(=O)c2cccc(NC(=O)C3CCCCC3)c2O[C@@H]1CN(C)C(=O)Nc1cccc2ccccc12
  -5.7 | -3.1 | -52.5 | 20.0
27	CN(C)c1ccc2c(c1)[C@H]1C[C@H](CC(=O)O)O[C@H](CO)[C@H]1O2
  5.6 | 0.6 | 17.6 | 47.5
28	CCNC(=O)[C@H]1[C@H](CO)[C@H]2Cn3c(ccc(-c4ccc(F)cc4)c3=O)[C@H]2N1C(=O)Cc1cccnc1
  0.0 | -4.0 | . | 45.1
29	COc1ccc(S(=O)(=O)N[C@H]2CC[C@@H](CC(=O)NCCc3ccncc3)O[C@@H]2CO)cc1
  -1.7 | 1.4 | -6.8 | -29.5
30	COc1cccc(NC(=O)N(C)C[C@H]2Oc3ncc(/C=C/c4ccccc4)cc3C(=O)N([C@@H](C)CO)C[C@H]2C)c1
  -2.7 | 6.7 | -25.2 | .
31	C[C@@H]1CN([C@H](C)CO)C(=O)c2cc(NC(=O)NC3CCCCC3)ccc2O[C@@H](C)CCCCO[C@H]1CN(C)S(=O)(=O)c1cccs1
  -2.2 | -4.7 | -48.6 | 23.2
32	CC(C)NC(=O)Nc1ccc2c(c1)C(=O)N([C@H](C)CO)C[C@@H](C)[C@H](CN(C)S(=O)(=O)c1cn(C)cn1)O2
  -0.9 | -6.3 | 23.7 | -1.2
33	COCC#Cc1ccc2c(c1)O[C@@H](CN(C)CC1CCOCC1)[C@@H](C)CN([C@@H](C)CO)S2(=O)=O
  -1.8 | 2.6 | -20.0 | 21.3
34	CCS(=O)(=O)Nc1ccc2c(c1)C(=O)N(C)[C@@H]1CC[C@@H](CC(=O)N[C@@H]3CCN(Cc4ccccc4)C3)O[C@@H]1CO2
  0.0 | . | . | 26.5
35	COC(=O)C[C@H]1CC[C@H]2[C@@H](COc3ccc(NC(=O)c4cccc(OC)c4)cc3C(=O)N2C)O1
  0.2 | -3.5 | 1.5 | -34.7
36	COc1ccc(CN(C)C[C@H]2OCCCC[C@H](C)Oc3ccc(NC(=O)CCC(F)(F)F)cc3C(=O)N([C@@H](C)CO)C[C@@H]2C)cc1
  . | 6.1 | -15.4 | -4.9
37	CO[C@@H]1CN(C)C(=O)c2ccc(NC(C)=O)cc2OC[C@@H](C)N(C(=O)c2ccccc2F)C[C@@H]1C
  1.4 | 2.2 | -12.7 | -19.9
38	CC(C)C(=O)Nc1ccc2c(c1)C(=O)N(C)[C@H]1CC[C@H](CC(=O)NC3CCCC3)O[C@H]1CO2
  1.0 | 2.9 | -8.9 | -26.6
39	CC(C)C#Cc1ccc2c(c1)O[C@@H](CN(C)C(=O)c1ccccn1)[C@@H](C)CN([C@@H](C)CO)S2(=O)=O
  1.2 | 4.3 | -40.2 | 9.1
40	Cc1ccc(S(=O)(=O)Nc2ccc3c(c2)C(=O)N([C@@H](C)CO)C[C@@H](C)[C@@H](CN(C)C(=O)CCC(F)(F)F)OCCCC[C@H](C)O3)cc1
  -0.3 | . | -28.5 | -62.2
41	COc1ccc(CN(C)C[C@H]2Oc3c(NC(=O)c4cc(C)nn4C)cccc3C(=O)N([C@@H](C)CO)C[C@@H]2C)cc1
  0.4 | 9.1 | -20.9 | 16.0
42	CC(=O)N(C)C[C@@H]1[C@@H](c2ccc(-c3ccccc3F)cc2)[C@H](CO)N1C(C)=O
  -0.1 | 5.7 | -5.0 | 83.5
43	CCCC#Cc1cnc2c(c1)C(=O)N([C@@H](C)CO)C[C@@H](C)[C@@H](CN(C)C(=O)NC1CCCC1)O2
  -4.8 | 5.6 | -19.3 | 25.1
44	Cc1ccc(S(=O)(=O)N(C)C[C@H]2OCCCC[C@@H](C)Oc3ccc(NS(=O)(=O)c4cn(C)cn4)cc3C(=O)N([C@@H](C)CO)C[C@@H]2C)cc1
  0.1 | -4.9 | -34.2 | 35.2
45	COc1ccccc1CN(C)C[C@H]1OCc2ccccc2-c2c(n(C)c3ccccc23)C(=O)N([C@@H](C)CO)C[C@H]1C
  -0.5 | 2.1 | -66.4 | .
46	C[C@@H]1CN([C@H](C)CO)C(=O)c2cccc(NS(C)(=O)=O)c2O[C@H]1CN(C)S(=O)(=O)c1ccccc1
  -1.1 | -1.6 | -3.8 | -5.5
47	O=C(CN1CCOCC1)NCC[C@H]1CC[C@@H](NC(=O)Nc2ccc(Cl)cc2)[C@H](CO)O1
  -0.4 | -0.8 | 7.6 | 49.3
48	C[C@@H]1CN([C@@H](C)CO)C(=O)c2c(c3ccccc3n2C)-c2ccccc2CO[C@@H]1CN(C)S(=O)(=O)c1cccs1
  -2.2 | -5.3 | -57.7 | 85.3
49	C[C@@H]1CN([C@@H](C)CO)C(=O)c2cc(-c3ccc(F)cc3)cnc2O[C@H]1CN(C)C(=O)C1CCC1
  0.0 | -0.8 | 5.2 | .
50	C[C@@H]1CN([C@@H](C)CO)C(=O)c2cccc(NC(=O)c3nc4ccccc4s3)c2O[C@@H]1CN(C)S(=O)(=O)c1ccccc1
  1.2 | -11.9 | -65.6 | 70.5
51	C[C@@H]1CN([C@@H](C)CO)C(=O)c2cc(-c3ccncc3)cnc2O[C@@H]1CN(C)C(=O)c1ccccc1F
  8.2 | 1.3 | 20.4 | 81.8
52	O=C(c1ccccn1)N1C[C@H]2[C@@H](c3ccccc31)[C@@H](CO)N2C(=O)C1CC1
  0.5 | 3.0 | 3.4 | 23.2
53	COc1cc(CN2CC3(CN(C(=O)NC(C)C)C3)c3c(n(C)c4cc(OC)ccc34)[C@@H]2CO)cc(OC)c1
  0.6 | 5.7 | -40.2 | .
54	CC(C)NC(=O)N(C)C[C@H]1OCCCC[C@@H](C)Oc2ccc(NS(=O)(=O)c3ccc(Cl)cc3)cc2C(=O)N([C@H](C)CO)C[C@@H]1C
  0.3 | -9.6 | . | 1.3
55	Cc1ccccc1S(=O)(=O)N1C[C@@H](O)COC[C@H]2O[C@H](CC(=O)NCc3ccccc3Cl)CC[C@@H]21
  0.3 | 21.6&-4.0 | . | -16.5

Of the compounds above, 10 have an aryl methoxy group:
Values run as follows: GASC1 inh | C diff growth | Pf Dd2 growth | T cruzi growth
2	COc1cccc(C#Cc2ccc([C@@H]3[C@@H](C#N)N(C(=O)C4CCCCC4)[C@H]3CO)cc2)c1
  -6.3 | 1.4 | -90.5* | 84.6
17	COc1ccccc1-c1cnc2c(c1)C(=O)N([C@H](C)CO)C[C@H](C)[C@@H](CN(C)Cc1ccc(C(=O)O)cc1)O2
  0.0 | -3.3 | -14.4 | 50.4
24	COc1ccccc1S(=O)(=O)N[C@@H]1CC[C@@H](CCNC(=O)C2CCCCC2)O[C@H]1CO
  0.4 | 3.8 | 15.4 | 1.0
29	COc1ccc(S(=O)(=O)N[C@H]2CC[C@@H](CC(=O)NCCc3ccncc3)O[C@@H]2CO)cc1
  -1.7 | 1.4 | -6.8 | -29.5
30	COc1cccc(NC(=O)N(C)C[C@H]2Oc3ncc(/C=C/c4ccccc4)cc3C(=O)N([C@@H](C)CO)C[C@H]2C)c1
  -2.7 | 6.7 | -25.2 | .
35	COC(=O)C[C@H]1CC[C@H]2[C@@H](COc3ccc(NC(=O)c4cccc(OC)c4)cc3C(=O)N2C)O1
  0.2 | -3.5 | 1.5 | -34.7
36	COc1ccc(CN(C)C[C@H]2OCCCC[C@H](C)Oc3ccc(NC(=O)CCC(F)(F)F)cc3C(=O)N([C@@H](C)CO)C[C@@H]2C)cc1
  . | 6.1 | -15.4 | -4.9
41	COc1ccc(CN(C)C[C@H]2Oc3c(NC(=O)c4cc(C)nn4C)cccc3C(=O)N([C@@H](C)CO)C[C@@H]2C)cc1
  0.4 | 9.1 | -20.9 | 16.0
45	COc1ccccc1CN(C)C[C@H]1OCc2ccccc2-c2c(n(C)c3ccccc23)C(=O)N([C@@H](C)CO)C[C@H]1C
  -0.5 | 2.1 | -66.4 | .
53	COc1cc(CN2CC3(CN(C(=O)NC(C)C)C3)c3c(n(C)c4cc(OC)ccc34)[C@@H]2CO)cc(OC)c1
  0.6 | 5.7 | -40.2 | .

This is a random part of the collection, and some 6.8% of all compounds hit somewhere here.
